Bioassay records: PubChem, Sanford-Burnham Center for Chemical Genomics
hIAP act: human IAP activation. P09923. purified human IAP, CDP-Star luminescence, 30 min; hits give high values; 1 = vehicle-only enzyme, 0 = enzyme-free background. activation factor at 10 µM. actives 0.16% (n = 330,000);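 active = activation factor of the enzyme at least 2-fold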; also: the source names both 10 and 20 µM as test concentration; values of inactives mirror those of a sister screen read the other way
Target sequence (P09923 whole entry, looked up): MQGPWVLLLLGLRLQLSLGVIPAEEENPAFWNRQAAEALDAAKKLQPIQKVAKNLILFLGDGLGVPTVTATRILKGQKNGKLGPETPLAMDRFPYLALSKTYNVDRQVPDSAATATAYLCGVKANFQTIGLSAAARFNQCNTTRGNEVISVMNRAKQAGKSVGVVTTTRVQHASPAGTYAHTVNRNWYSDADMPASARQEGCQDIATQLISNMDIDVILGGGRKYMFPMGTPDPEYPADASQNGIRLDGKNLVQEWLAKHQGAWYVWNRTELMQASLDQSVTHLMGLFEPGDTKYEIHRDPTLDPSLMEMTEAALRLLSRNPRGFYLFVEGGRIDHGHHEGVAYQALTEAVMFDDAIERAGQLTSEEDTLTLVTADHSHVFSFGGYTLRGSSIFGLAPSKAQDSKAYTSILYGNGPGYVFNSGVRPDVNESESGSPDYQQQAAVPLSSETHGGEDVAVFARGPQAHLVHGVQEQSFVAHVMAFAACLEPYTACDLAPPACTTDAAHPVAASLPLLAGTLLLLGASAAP
GRIN3A LBD mod: NR3A (human) ligand-binding domain modulation; NR3A LBD differential scanning fluorimetry, Tm shift; 0% = protein alone, 100% = glycine-bound protein; Tm shift relative to glycine control, % at 25 µM; actives 2.5% (n = 340,000); AID 1259313;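 active = melting temperature shift of at least 10% of the positive control shift, at one fixed dose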
mIAP act: increases mouse intestinal alkaline phosphatase activity. actives 0.24% (n = 330,000). AID 2805. activation factor at 10 µM. muIAP, CDP-Star luminescence, 30 min; hits give high values; 1 = vehicle-only enzyme signal, 0 = enzyme-free wells;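 active = activation factor of at least 2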; also: the source names both 10 and 20 µM as test concentration; values of inactives mirror those of a sister screen read the other way
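Assay system: mouse IAP enzyme; reagent: chemiluminescent substrate CDP-Star; dosing: test compounds delivered from DMSO solution; schedule: 30 min at room temperature; measured by: luminescence from enzymatic CDP-Star hydrolysis; controls: DMSO-only wells and no-enzyme negative control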
hIAP block: human IAP inhibition | P09923 | purified IAP, CDP-Star luminescence, 30 min | inhibition, % at 10 µM | actives 0.12% (n = 330,000);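 active = inhibition reaching a set limit with compound at 10 µM in the primary screen, cut at about 35% in these data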;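 also: plate controls were DMSO wells with enzyme for no effect and no-enzyme buffer wells for full effect; values of inactives mirror those of a sister screen read the other way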
mIAP block: blocks mouse intestinal alkaline phosphatase; AID 2806; purified mouse IAP, CDP-Star luminescence, 30 min; actives 0.2% (n = 330,000); inhibition, % at 10 µM;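 active = inhibition of at least 40% at 10 µM in the primary screen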;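 also: plate controls were DMSO with enzyme for no effect and no enzyme wells for full effect; values of inactives mirror those of a sister screen read the other way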
A3G deaminase: blocks human APOBEC3G single-stranded DNA deamination; Q9HC16; recombinant A3G, ssDNA deamination FAM/TAMRA fluorescence; inhibition, % at 20 µM; actives 0.28% (n = 330,000);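 active = inhibition of at least 40% at 20 µM, with no more than 30% in the related APOBEC3A deaminase screen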;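 also: plate controls were DMSO wells with A3G for no effect and wells lacking A3G enzyme for full effect; some compounds called inactive have numbers as strong as hits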
Target sequence (Q9HC16 whole entry, looked up): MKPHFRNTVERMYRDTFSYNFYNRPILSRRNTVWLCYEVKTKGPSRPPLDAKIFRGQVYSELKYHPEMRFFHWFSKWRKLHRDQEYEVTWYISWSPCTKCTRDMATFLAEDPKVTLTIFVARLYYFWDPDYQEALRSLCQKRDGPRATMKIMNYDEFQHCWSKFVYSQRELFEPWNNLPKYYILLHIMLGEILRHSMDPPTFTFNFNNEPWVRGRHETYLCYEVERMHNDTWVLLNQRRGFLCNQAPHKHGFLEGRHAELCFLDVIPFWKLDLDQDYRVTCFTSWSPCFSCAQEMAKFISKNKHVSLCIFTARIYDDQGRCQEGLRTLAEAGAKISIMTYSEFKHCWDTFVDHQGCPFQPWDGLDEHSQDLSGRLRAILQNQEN
MPTP inh: blocks calcium-induced mitochondrial swelling; isolated mouse mitochondria, Ca2+ swelling absorbance, 30 min; inhibition, % at 10 µM; actives 1.4% (n = 360,000); AID 602449;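 active = inhibition of 50% or more, scaled per plate between neutral and stimulator controls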;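 also: 0% = DMSO wells given calcium and 100% = 1 mM EGTA wells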
MIN6 prolif: induces beta-cell replication in MIN6 cells | AID 2380 | actives 0.29% (n = 330,000) | proliferation, % at 10 µM | MIN6 cells proliferation, ATPlite luminescence, 48 h; cells starved in 0.2% serum; 100% = growth in 10% serum;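 active = compounds whose signal lies at least 3.5 SD above the mean of all wells on their plate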;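 also: 0% = DMSO-treated cells in low-serum medium and 100% = 10% serum control; some compounds called inactive have numbers as strong as hits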
APOBEC3A inh: human APOBEC3A DNA deaminase inhibition. P31941. recombinant A3A, FAM/TAMRA ssDNA deamination fluorescence. inhibition, % at 20 µM. actives 0.41% (n = 330,000);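 active = at least 40% inhibition at 20 µM here, with at most 30% in a related deaminase screen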;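 also: plate controls were A3A with DMSO for no effect and wells lacking A3A enzyme for full effect; some results filed as inactive read as strong as hits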
The depositor's hits bear a star; x = not tested or not shown.

SMILES | hIAP act | GRIN3A LBD mod | mIAP act | hIAP block | mIAP block | A3G deaminase | MPTP inh | MIN6 prolif | APOBEC3A inh
COc1ccc(N2CCN(C(CNC(=O)C3CCCCC3)c3ccco3)CC2)cc1 (stereo not given) | 0.908 | 0.3 | 1.01 | 9.2 | -0.6 | -4.2 | 0.1 | 0.1 | -1.2
Cc1ccc(CNC(=O)CCSCc2ccc(C)cc2)cc1 | 1 | -3.5 | 1.11 | -0.5 | -10.9 | -4.6 | 0.0 | -2.3 | -3.4
S=c1[nH]nc(Cc2n[nH]c(=S)n2-c2ccccc2)n1-c1ccccc1 | 1.01 | 0.2 | 0.895 | -1.5 | 10.5 | -3.1 | -0.7 | -2.6 | -4.3
CC(C)CNC(=O)Cn1nc(C(F)(F)F)c2c1CCCC2 | 0.962 | 1.3 | 1.06 | 3.8 | -6.5 | -9.0 | -4.5 | -2.2 | 0.0
Cc1cccc(OCC(=O)Nc2ccccc2N2CCCC2)c1C | 1.02 | -2.8 | 0.957 | -2.3 | 4.3 | -6.7 | 0.2 | -6.5 | -3.6
C[C@H](CO)N1C[C@H](C)[C@@H](CN(C)S(=O)(=O)c2ccc(F)cc2)Oc2c(NC(=O)CCC(F)(F)F)cccc2C1=O | 1.01 | 0.6 | 1.11 | -1.1 | -10.6 | -6.8 | -1.0 | 0.1 | -1.4
CN(C)C(=O)COC(=O)/C=C/c1cn(-c2ccccc2)nc1-c1cccs1 | 0.971 | 5.7 | 0.903 | 2.9 | 9.7 | -10.3 | -1.1 | -0.7 | 5.9
CC1CCN(C(=O)c2cc3c(ccc4ccccc43)o2)CC1 | 0.989 | 2.3 | 0.936 | 1.1 | 6.4 | -0.8 | 0.2 | -5.4 | 1.1
Cc1cc(C)cc(NC(=S)N(C)C)c1 | 1.07 | -1.1 | 0.962 | -7.0 | 3.8 | -0.2 | 3.7 | 0.9 | -0.8
Cn1c(=O)c2c(nc(NCc3ccco3)n2CCc2ccccc2)n(C)c1=O | 0.991 | -2.0 | 0.958 | 1.0 | 4.2 | -0.4 | 15.8 | -4.4 | 2.8
CC(=O)c1cccc(NC(=O)CSc2ccc(-c3ccccn3)nn2)c1 | 1.13 | -0.9 | 0.935 | -13.2 | 6.5 | -1.7 | 1.1 | -5.3 | 2.1
O=C(C[C@H]1C/C=C\C[C@@H](Cc2ccc(F)cc2)C(=O)OC[C@@H](Cc2c[nH]c3ccccc23)NC1=O)NCCO | 1.27 | -2.2 | 1.13 | -27.0 | -12.8 | -4.6 | 1.0 | -4.7 | -4.2
CCOC(=O)C1CCN(C(=O)CCCCn2c(=O)[nH]c3ccccc3c2=O)CC1 | 0.976 | 0.8 | 0.938 | 2.4 | 6.2 | -7.6 | -0.7 | 0.3 | -2.6
O=C(Nc1nn[nH]n1)c1cccc(Oc2ccccc2)c1 | 1.04 | 0.1 | 0.99 | -3.9 | 1.0 | -2.8 | -4.4 | -1.9 | -2.8
CC(C)CN(C(=O)COC(=O)C12CC3CC(CC(C3)C1)C2)c1c(N)n(Cc2ccccc2)c(=O)[nH]c1=O | 1.3 | -2.2 | 1.07 | -29.6 | -7.0 | 13.0 | 0.0 | -7.5 | 3.9
CCOC(=O)c1sc(NC(=O)c2cc(-c3ccccc3C)nc3ccccc23)c(C#N)c1C | 1.06 | 24.3* | 0.747 | -5.6 | 25.3 | 9.0 | 111.6* | -4.3 | 0.8
CCO[C@H]1OC(C(=O)O)=C[C@@H](c2coc3ccccc3c2=O)[C@@H]1CCCO | 1.06 | -0.8 | 1.04 | -6.2 | -3.6 | -1.6 | -2.0 | 2.2 | -1.0
C=CCN(CC=C)CCCOc1ccc(C)cc1OC | 0.977 | -1.3 | 1.03 | 2.3 | -3.2 | 10.5 | 0.5 | 4.5 | 1.4
CCCCOc1ccc(C2(C)NC(=O)N(C)C2=O)cc1 (stereo not given) | 1.06 | 0.1 | 1.01 | -5.6 | -1.0 | -5.7 | 1.5 | -2.9 | -4.9
Cc1cc(/C=C(\C#N)C(=O)NC2CCCCCC2)c(C)n1C | 1.04 | 0.6 | 0.976 | -4.0 | 2.4 | -3.5 | 0.7 | 0.9 | -2.8
CCN(CC(=O)Nc1c(F)cccc1F)C(=O)c1cccnc1Sc1ccccc1 | 1.03 | -3.2 | 1.07 | -2.6 | -7.5 | 14.9 | 0.0 | -2.5 | 1.2
COCCNC(=O)CN(C(=O)Cn1nnc2ccccc21)c1ccccc1 | 0.925 | 0.7 | 0.97 | 7.5 | 3.0 | 0.7 | 1.0 | 0.9 | -0.9
CC(C)CC(=O)N1CCN(S(=O)(=O)c2ccc(F)cc2)CC1 | 1.11 | 0.1 | 0.977 | -10.7 | 2.3 | -2.5 | -1.1 | -0.8 | 0.0
COC(=O)[C@H](CC(C)C)NC(=O)Cn1cnc2c(SC)nc(N)nc21 | 1.13 | -0.3 | 1.02 | -12.6 | -2.2 | -3.4 | 1.8 | -0.9 | -2.0
CC(=O)NC(CC(C)C)C(=O)NC(CO)C(=O)NC(CCC(=O)O)C(=O)NC(C)C(=O)NC(CC(C)C)C(N)=O (stereo not given) | 1.06 | 4.8 | 0.992 | -6.2 | 0.8 | -4.9 | -0.2 | 1.3 | 1.1
COc1ccc(-n2nc(C(C)=O)c(=O)[nH]c2=O)cc1 | 0.958 | -1.5 | 0.924 | 4.2 | 7.6 | -1.7 | -1.2 | 3.5 | -0.7
CN(C(=O)c1cccc(C#N)c1)c1nnc(C2CCCO2)s1 (stereo not given) | 1.11 | 0.7 | 1.03 | -11.5 | -2.8 | 1.0 | 1.5 | -0.7 | -11.2
CCOC(=O)c1ccc(NC(=O)c2cccnc2)cc1 | 0.879 | 0.7 | 0.999 | 12.1 | 0.1 | -9.1 | -1.1 | -3.9 | -3.8
CC(OC(=O)Cc1ccc(Cl)cc1)C(=O)NCCC1=CCCCC1 (stereo not given) | 1.01 | -0.9 | 0.883 | -0.9 | 11.7 | -3.3 | 0.9 | 0.0 | 1.6
COc1cc2cnc(-c3ccccc3)c(C(=O)c3ccc(OCc4ccccc4)cc3)c2cc1OC | x | 0.7 | 1.05 | x | -3.2 | -4.4 | -0.4 | x | -0.5
Cc1c(NC(=O)c2ccc(Cl)c(S(=O)(=O)N3CCCCC3)c2)c(=O)n(-c2ccccc2)n1C | 0.919 | -0.6 | 1.05 | 8.1 | -5.1 | -9.8 | -1.7 | 3.1 | -4.4
COc1ccccc1OCC(=O)N1CCN(c2ccccc2OC)CC1 | 0.971 | 1.9 | 1.08 | 2.9 | -7.8 | -5.6 | -0.5 | -3.3 | -4.0
Cn1ncc2c(Nc3ccc(-c4ccccc4)cc3)ncnc21 | 0.838 | 3.6 | 1.07 | 16.2 | -7.1 | -3.8 | 1.1 | -2.3 | -1.3
O=C(CN1C(=O)c2ccccc2C1=O)N1CCN(S(=O)(=O)c2ccccc2)CC1 | 1.11 | -2.3 | 0.883 | -10.8 | 11.7 | 0.9 | 0.7 | -0.4 | 2.1
Cc1ccc(-c2nnc(NC(=O)c3ccc([N+](=O)[O-])o3)o2)c(C)c1 | 1.23 | -3.9 | 0.903 | -23.3 | 9.7 | -6.4 | -1.4 | -5.6 | -0.8
Cn1c(SCCc2ccc([N+](=O)[O-])cc2)nccc1=O | 1.22 | -0.2 | 1.07 | -21.5 | -6.9 | -4.2 | 2.4 | -4.2 | -1.5
COc1cccc2sc(N3CCN(C(=O)c4ccc([N+](=O)[O-])o4)CC3)nc12 | 1.07 | 1.3 | 0.99 | -7.5 | 1.0 | 11.7 | -0.4 | -6.3 | -0.8
O=C(Nc1nnc(-c2ccco2)o1)c1ccc([N+](=O)[O-])s1 | 1.02 | -3.0 | 0.866 | -1.8 | 13.4 | -6.1 | 0.4 | -4.0 | 2.2
O=C(CSc1ncccn1)NCc1ccc(F)cc1 | 0.857 | 2.2 | 1.11 | 14.3 | -10.6 | 0.0 | -2.0 | -2.0 | 10.4
Cc1[nH]c2ccccc2c1C(=O)C(=O)NCc1ccco1 | 1.06 | -0.3 | 1.05 | -5.7 | -5.1 | -6.0 | 1.3 | -0.4 | -5.2
Cc1ccc(-n2nc3c(c2NC(=O)C2CC2)CS(=O)(=O)C3)cc1C | 0.976 | 4.0 | 0.937 | 2.4 | 6.3 | -7.1 | -0.6 | -1.8 | -2.6
O=c1[nH]c(N/N=C\c2ccc3c(c2)OCO3)nc2ccccc12 | 1.29 | -4.9 | 0.848 | -29.3 | 15.2 | -4.8 | 0.9 | -3.7 | 1.2
Cc1cccc(CS(=O)(=O)c2ncc(CO)n2C)c1 | 0.985 | 3.2 | 1.05 | 1.5 | -4.8 | -9.7 | 0.1 | -2.7 | -4.2
Cc1c(C(=O)NC(C)c2ccc(-n3ccnc3)cc2)cccc1[N+](=O)[O-] (stereo not given) | 1.08 | 0.7 | 1.06 | -7.6 | -6.2 | -4.0 | -1.9 | 2.6 | 0.6
O=S(=O)(NCCc1cn2ccccc2n1)c1ccc2c(c1)CCCC2 | 1 | 7.0 | 1.08 | -0.1 | -7.6 | -10.9 | 0.2 | 1.1 | -2.4
CC(=O)C(Cc1ccccc1)NC(=O)COC(=O)CCN1C(=O)C2CC=CCC2C1=O (stereo not given) | 0.956 | -0.6 | 0.958 | 4.4 | 4.2 | -10.7 | -1.6 | -0.5 | -2.9
CCc1ccccc1OCCCCCNCCO | 0.961 | 2.7 | 0.953 | 3.9 | 4.7 | -2.1 | 0.2 | -3.4 | 3.9
COc1ccc(C(=O)NCCc2nnc(SCC(=O)Nc3ccc(Br)cc3)n2C)cc1 | 0.982 | -0.1 | 0.94 | 1.8 | 6.0 | -2.4 | -0.2 | -5.1 | 1.6
Cc1c(C(=O)N2CCN(c3ccc(F)cc3)CC2)oc2c1C(=O)CCC2 | 0.97 | 2.3 | 1.01 | 3.0 | -1.0 | -2.6 | -1.0 | 1.0 | -2.1
Cc1cccc(NC(=O)COC(=O)CCc2c[nH]c3ccccc23)c1C | 1.09 | -1.2 | 1.12 | -9.2 | -12.2 | -4.1 | 1.6 | -2.6 | 1.0
Cc1[nH]nc2c1C(c1ccccn1)N(c1ccc(Br)cc1)C2=O (stereo not given) | 1 | -2.4 | 0.915 | -0.4 | 8.5 | -4.0 | 0.0 | 0.8 | -2.7
COc1ccc(C(=O)N(C)Cc2ccccc2F)cc1S(=O)(=O)N1CCCC1 | 1.02 | 1.1 | 1.06 | -1.6 | -5.9 | -5.7 | -2.0 | 4.9 | -0.9
O=C(CN1CCCCCCC1)Nc1cc(Cl)cc(Cl)c1 | 1.02 | -0.1 | 1.08 | -2.5 | -8.2 | -11.4 | 2.0 | -2.1 | -3.2
Cc1cccc(-c2noc(CN(C(=O)c3c(-c4ccccc4Cl)noc3C)C(C)C)n2)c1 | 1.04 | -1.5 | 1.01 | -4.1 | -0.7 | -4.4 | 0.2 | -8.1 | 1.4

Compound profiles, from the list above.
`Cc1[nH]nc2c1C(c1ccccn1)N(c1ccc(Br)cc1)C2=O` (stereo not given) is listed as hIAP act = 1; GRIN3A LBD mod = -2.4; mIAP act = 0.915; hIAP block = -0.4; mIAP block = 8.5; A3G deaminase = -4.0; MPTP inh = 0.0; MIN6 prolif = 0.8; APOBEC3A inh = -2.7
`O=S(=O)(NCCc1cn2ccccc2n1)c1ccc2c(c1)CCCC2` is listed as hIAP act = 1; GRIN3A LBD mod = 7.0; mIAP act = 1.08; hIAP block = -0.1; mIAP block = -7.6; A3G deaminase = -10.9; MPTP inh = 0.2; MIN6 prolif = 1.1; APOBEC3A inh = -2.4
